Screens as filed in PubChem BioAssay.
A549 tox: A549 cytotoxicity, counter-screen for Nrf2 inhibitors. A549 ARE-Fluc cells, CellTiter-Fluor viability, 18-24 h. Potency, µM (top dose mostly 46 µM), without a hit: at the top dose activity change, negative = cytotoxicity, hits mostly inhibitors. 390,000 compounds, 0.16% hits; also: potency is read from the fitted curve at half-maximal effect; % is scaled to controls: 0 for no effect and ±100 for the full control effect
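A549 ARE_Fluc cells in 5% FBS OPTI-MEM were exposed to compounds in concentration-response for 18-24 h at 37 deg C. Viability was read by CellTiter-Fluor fluorescence (Ex 405/Em 525) after 30 min, before the luciferase read.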
Nrf2 ARE act: activators of Nrf2 (ARE) signaling; 410,000 compounds, 0.31% hits; AREc32 ARE-luciferase reporter (MCF7-derived line), luminescence, 24 h; AID 624171; Potency, µM (doses to about 46.1 µM), inactives show at the highest dose activation, usual class: activators; also: potency is read from the fitted curve at half-maximal effect; % of control where 0% means no effect; nearly all actives have a fitted effect of over 65% in size
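Quantitative high-throughput format: AREc32 reporter cells, 1000 per well, received compound by pin transfer and were incubated 24 hr at 37 deg C, 5% CO2, before Steady-Glo luminescence detection.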
Nrf2 inh: inhibitors of Nrf2 signaling | A549 ARE-Fluc reporter, luciferase luminescence, 18-24 h | Potency, µM (titrated, usually from 46 µM), inactives show at the highest dose activity change, negative = inhibition, hits mostly inhibitors | 360,000 compounds, 2.1% hits; also: potency is read from the fitted curve at half-maximal effect; % is scaled to controls: 0 for no effect and ±100 for the full control effect; nearly all actives have a fitted effect of over 60% in size
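Concentration-response testing used A549 ARE_Fluc cells at 5000 cells/well. Following an 18-24 h compound incubation, viability was read by fluorescence (Ex 405/Em 525) and luciferase output by luminescence.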
TGFb inhibitor: TGF-b pathway inhibition | HepG2 CAGA-GFP TGF-b/SMAD3 reporter, GFP fluorescence, 18 h; TGF-beta stimulated, 500 pg/mL final | 410,000 compounds, 1.2% hits | Potency, µM (doses to about 46.1 µM), for the others: at the highest dose activity, negative = inhibition, actives largely listed as inhibitors; also: potency is read from the fitted curve at half-maximal effect; % is scaled to controls: 0 for no effect and ±100 for the full control effect; nearly all actives have a fitted effect of over 65% in size
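Using HEPG2 CAGA-GFP reporter cells at 1000 cells/well, we pinned test compounds, stimulated with recombinant TGF-beta (500 pg/mL final) and measured total well GFP after 18 h.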
ATXN2 expr inh: ATXN2 expression inhibition; HEK-293 ATXN2-luciferase reporter, luminescence, 24 h; Potency, µM (titrated, usually from 57 µM), for the others: top-dose activity change, negative = inhibition, most hits filed as inhibitors; 360,000 compounds, 0.72% hits; AID 1745845; also: potency is read from the fitted curve at half-maximal effect; % is scaled to controls: 0 for no effect and ±100 for the full control effect; nearly all actives have a fitted effect of over 55% in size
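qHTS (up to 57 uM final) was run with 24 h compound exposure of reporter cells at 37 °C. Each well was multiplexed: SteadyGlo luminescence measured ATXN2-luciferase expression after a fluorogenic Gly-Phe-AFC viability readout (25 uM final).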
HepG2 viability: counter-screen for TGF-b inhibitors: cytotoxicity in HepG2 cells; HepG2 CAGA-GFP viability, ATP luminescence, 18 h; Potency, µM (doses to about 46.1 µM), for the others: top-dose activity change, negative = cytotoxicity, hits mostly cytotoxic; 410,000 compounds, 0.76% hits; also: potency is read from the fitted curve at half-maximal effect; some results filed as inactive show a strong effect at the top dose
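HepG2 CAGA-GFP cells (1000/well, DMEM with 1% FBS) received compound, then TGF-beta at 500 pg/mL final, and were incubated 18 hours at 37 degrees C. Viability was read by CellTiter-Glo luminescence. Media-only wells were set as complete cell-killing and DMSO as no toxicity.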
EPAC2 ag: EPAC2 (human) agonism; Q8WZA2; EPAC2 activation, biochemical qHTS; response scale: 100% = 6.5 mM cAMP response; Potency, µM (top dose mostly 154 µM), for the others: at the highest dose activation, actives largely listed as activators; 360,000 compounds, 0.079% hits; AID 720711; also: potency is read from the fitted curve at half-maximal effect; nearly all actives have a fitted effect of over 50% in size
Target sequence (Q8WZA2 whole entry, looked up): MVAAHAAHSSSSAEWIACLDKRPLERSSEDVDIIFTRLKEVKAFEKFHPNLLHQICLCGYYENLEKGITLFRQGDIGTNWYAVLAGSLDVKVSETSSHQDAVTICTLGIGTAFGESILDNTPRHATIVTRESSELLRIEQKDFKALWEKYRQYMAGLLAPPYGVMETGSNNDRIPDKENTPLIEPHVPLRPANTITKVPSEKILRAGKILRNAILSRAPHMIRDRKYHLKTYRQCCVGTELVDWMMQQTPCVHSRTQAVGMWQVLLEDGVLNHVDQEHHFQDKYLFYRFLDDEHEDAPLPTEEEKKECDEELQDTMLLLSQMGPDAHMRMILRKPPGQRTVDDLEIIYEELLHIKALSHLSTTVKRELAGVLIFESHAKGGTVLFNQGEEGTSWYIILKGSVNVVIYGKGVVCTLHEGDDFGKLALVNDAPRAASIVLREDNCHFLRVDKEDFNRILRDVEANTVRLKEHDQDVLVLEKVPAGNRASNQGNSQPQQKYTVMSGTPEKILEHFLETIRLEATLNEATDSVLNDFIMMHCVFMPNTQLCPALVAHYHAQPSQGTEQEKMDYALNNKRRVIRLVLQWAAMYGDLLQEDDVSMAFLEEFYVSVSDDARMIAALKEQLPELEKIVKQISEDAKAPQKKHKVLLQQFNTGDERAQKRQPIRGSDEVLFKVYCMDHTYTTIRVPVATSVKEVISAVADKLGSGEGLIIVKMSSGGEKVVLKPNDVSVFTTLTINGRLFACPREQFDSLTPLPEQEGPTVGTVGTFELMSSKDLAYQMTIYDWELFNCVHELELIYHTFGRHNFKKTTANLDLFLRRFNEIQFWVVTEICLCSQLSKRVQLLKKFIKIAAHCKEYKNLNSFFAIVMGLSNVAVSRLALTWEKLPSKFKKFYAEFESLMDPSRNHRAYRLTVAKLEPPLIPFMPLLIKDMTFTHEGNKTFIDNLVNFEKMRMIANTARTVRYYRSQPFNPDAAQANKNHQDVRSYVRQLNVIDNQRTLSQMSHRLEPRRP
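Nucleotide exchange monitored as fluorescence drop when BODIPY-GDP leaves Rap1B. Reaction: 100 nM EPAC2, 250 nM RAP1B-BODIPY-GDP, 50 uM GDP, room temperature, kinetic read over 30 min. Activity expressed relative to 6.5 mM cAMP.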
IL-2 act: activators of IL-2 | 360,000 compounds, 0.065% hits | AID 652025 | IL-2 activation reporter assay, cell-based qHTS; stimulated with anti-CD3/CD4/CD28 beads; in transgenic mouse T cells | activation, % (series mostly up to about 46 µM); in the data active = activation above about 50%; inconclusive = mostly about 30% to 49%; also: 0% is about no effect
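EGFP and DsRed fluorescence is measured by plate cytometry in unstimulated transgenic mouse T cells exposed to compound for 60 minutes, then stimulated 18 hours at 37 degrees C with anti-CD3/anti-CD4 beads plus anti-CD28.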
S2 tox: cell viability loss in ATXN counter-screen. S2 cells (HEK-293 line with an ATXN2-luciferase reporter) viability, CellTiter-Fluor protease fluorescence, 24 h. Potency, µM (series often up to 56.7 µM), most hits filed as cytotoxic. 400,000 compounds, 0.49% hits. AID 651635; also: potency is read from the fitted curve at half-maximal effect; nearly all actives have a fitted effect of over 40% in size
* = called active by the depositor; i = inactive; ? = inconclusive; / = no result given; & = joins results of further samples; [ ] = remark or other dose. Unless noted, calls follow the shape of the dose curve; as a rule, active = well fitted curve in the direction sought with a large enough effect; inconclusive = small, poorly fitted or top-dose-only effect, or another doubt; inactive = no such curve, though single readings can be large; an effect the other way counts as inactive or inconclusive.

SMILES	A549 tox	Nrf2 ARE act	Nrf2 inh	TGFb inhibitor	ATXN2 expr inh	HepG2 viability	EPAC2 ag	IL-2 act	S2 tox
CCOc1ccc(NC(=O)C2CC(=O)N(c3ccccc3F)C2)cc1 (stereo not given)	3%	0.0%	0%	3%	6%	-15%	3%	0.0	i
CC(C(=O)Nc1nc(-c2ccc(F)cc2)cs1)N1C(=O)C2CC=CCC2C1=O (stereo not given)	-16%	-0.1%	-30%	-1%	0%	1%	19%	-2.3	i
COC(=O)CSc1nc2c(c(=O)[nH]c(=O)n2C)n1CCC(C)C	-4%	0.2%	11%	-1%	-18%	-4%	6%	0.8	?
Cc1cn(C2CC(O)C(O)C(CO)O2)c(=O)[nH]c1=O (stereo not given)	/	0.2%	/	3%	8%	8%	4%	0.2	i
CSc1ccc(Cl)c(C(=O)N2CCOc3ccccc32)c1	-1%	3.7%	?	?	/	-21%	10%	-4.7	?
CCn1ncc(S(=O)(=O)NCc2ccco2)c1C	-1%	0.2%	?	-1%	-1%	5%	4%	-0.9	i
COc1cc(CC(C#N)(CO)c2nc3ccccc3[nH]2)ccc1OC(F)F (stereo not given)	-2%	2.8%	?	1%	-22%	-12%	2%	0.1	i
COc1ccc(-c2nnc(-c3ccc(N(C)C)cc3)o2)cc1	17%	0.5%	/	16%	24%	-21%	7%	0.4	i
O=C(NC(=S)N1CCCCC1CO)C12CC3CC(CC(C3)C1)C2 (stereo not given)	-1%	0.6%	-11%	11%	-5%	-2%	3%	-2.4	i
CC(=O)Nc1ccc(OCC(O)CN2CCN(Cc3ccccc3)CC2)cc1 (stereo not given)	3%	-0.4%	24%	-9%	-6%	6%	9%	1.6	i
O=C(NC1(C(F)(F)F)NC(=O)N(Cc2cccnc2)C1=O)c1cccs1 (stereo not given)	-2%	0.4%	/	10%	2%	16%	6%	-0.3	i
CCNc1nc(SC(C)C(=O)Nc2ccccc2)nc(N(C)C)n1 (stereo not given)	-3%	0.1%	1%	-1%	0%	-5%	3%	0.0	?
CNC(=S)Nc1sc2c(c1C(=O)OC)CCC2	0%	-0.2%	-8%	2%	2%	-8%	4%	0.0	i
COc1ccc(C(=O)NC(=S)Nc2nc(-c3ccc(OC)c(Br)c3)cs2)cc1Br	8%	-0.2%	-11%	-1%	-16%	12%	2%	-1.6	?
COc1cc(NC(=O)c2ccc(-c3csc(C)n3)cc2)c(OC)cc1Cl	-7%	0.2%	?	2%	-12%	8%	4%	1.5	i

Seven compounds from above, reduced to IL-2 act and S2 tox.
SMILES,IL-2 act,S2 tox
O=C(NC1(C(F)(F)F)NC(=O)N(Cc2cccnc2)C1=O)c1cccs1 (stereo not given),-0.3,i
CC(C(=O)Nc1nc(-c2ccc(F)cc2)cs1)N1C(=O)C2CC=CCC2C1=O (stereo not given),-2.3,i
CNC(=S)Nc1sc2c(c1C(=O)OC)CCC2,0.0,i
COc1ccc(C(=O)NC(=S)Nc2nc(-c3ccc(OC)c(Br)c3)cs2)cc1Br,-1.6,?
COc1cc(NC(=O)c2ccc(-c3csc(C)n3)cc2)c(OC)cc1Cl,1.5,i
O=C(NC(=S)N1CCCCC1CO)C12CC3CC(CC(C3)C1)C2 (stereo not given),-2.4,i
CCn1ncc(S(=O)(=O)NCc2ccco2)c1C,-0.9,i

Of the compounds above, two have two or more sulfur atoms:
SMILES	A549 tox	Nrf2 ARE act	Nrf2 inh	TGFb inhibitor	ATXN2 expr inh	HepG2 viability	EPAC2 ag	IL-2 act	S2 tox
CNC(=S)Nc1sc2c(c1C(=O)OC)CCC2	0%	-0.2%	-8%	2%	2%	-8%	4%	0.0	i
COc1ccc(C(=O)NC(=S)Nc2nc(-c3ccc(OC)c(Br)c3)cs2)cc1Br	8%	-0.2%	-11%	-1%	-16%	12%	2%	-1.6	?

(more compounds)
SMILES	A549 tox	Nrf2 ARE act	Nrf2 inh	TGFb inhibitor	ATXN2 expr inh	HepG2 viability	EPAC2 ag	IL-2 act	S2 tox
CC(=O)c1cccc(NC(=O)NCCS(C)=O)c1 (stereo not given)	-9%[1.84 µM]	0.3%	8%	-5%	4%	8%	-2%	-0.9	i
CCOc1ccc(S(=O)(=O)NCCC(=O)Nc2ccncc2)cc1	-1%	0.0%	-14%	0%	-7%	-4%	8%	-3.3	i
CCOC(=O)c1cccc(NC(=O)c2oc3c(c2C)-c2nn(CC)cc2CC3)c1	10%	3.2%	-4%	-14%	/	-43%	/	/	/
CCN(C(=O)COC(=O)c1ccc(N2C(=O)c3ccccc3C2=O)cc1)C1CCS(=O)(=O)C1 (stereo not given)	-2%	0.0%	9%	8%	-13%	9%	-5%	1.6	i
Cc1ccc(C(=O)Nc2ccc3c(c2)ncn3C)cc1	0%	0.0%	22%	-15%	4%	-11%	-7%	-3.0	i
COc1cc(S(=O)(=O)N2CCCN(C)CC2)ccc1NC(C)=O	1%	0.2%	1%	-16%	2%	4%	9%	0.0	i
Cc1cc(-c2ccccc2)c(C#N)c(=S)[nH]1	-3%	3.7%	-7%	2%	6%	9%	3%	-1.2	i
O=C(Cc1ccccc1Cl)Nc1cccc(S(=O)(=O)N2CCCCCC2)c1	0%	3.5%	10%	-14%	-12%	-1%	10%	1.4	i
C=CCOc1ccc(C=Nc2ccc(OC)cc2)c(O)c1	-2%	2.8%	6%	0%	-11%	-1%	4%	-0.1	i
COc1ccc2nc(SCC(=O)Nc3ccc4c(c3)OCCO4)[nH]c2c1	4%	6.9%	12%	-6%	5%	3%	6%	0.0	i
COc1ccc(C(=O)C(C)OC(=O)c2cccc(S(=O)(=O)Nc3c(C)n(C)n(-c4ccccc4)c3=O)c2)cc1 (stereo not given)	-8%	5.1%	?	-13%	43%[activator]	7%	-4%	0.4	?
COc1ccccc1CNC(=O)C(NC(=O)c1ccccc1C)C(C)C (stereo not given)	0%	-0.4%	-6%	18%	22%	5%	10%	2.0	i
Cc1ccc2c(CC(=O)N3CCN(S(=O)(=O)c4ccccc4)CC3)coc2c1	-9%	-2.0%	?	-9%	-9%	-14%	-1%	0.9	i
COc1ccc(OC)c(NC(=O)C2CC2c2ccccc2)c1 (stereo not given)	10%	-0.1%	-10%	-5%	/	-8%	11%	-0.1	i
Cc1ccc(-c2cc(C(=O)N3CCCC3)no2)cc1	-19%	-1.6%	11%	-8%	?	-25%	11%	-1.9	i

Gathered by group: the compounds so far with a cyano group.
SMILES	A549 tox	Nrf2 ARE act	Nrf2 inh	TGFb inhibitor	ATXN2 expr inh	HepG2 viability	EPAC2 ag	IL-2 act	S2 tox
COc1cc(CC(C#N)(CO)c2nc3ccccc3[nH]2)ccc1OC(F)F (stereo not given)	-2%	2.8%	?	1%	-22%	-12%	2%	0.1	i
Cc1cc(-c2ccccc2)c(C#N)c(=S)[nH]1	-3%	3.7%	-7%	2%	6%	9%	3%	-1.2	i

Going on with the list.
SMILES	A549 tox	Nrf2 ARE act	Nrf2 inh	TGFb inhibitor	ATXN2 expr inh	HepG2 viability	EPAC2 ag	IL-2 act	S2 tox
COc1ccc(-c2cn3nc(SCC(=O)Nc4ccc(C)c(Cl)c4)ccc3n2)cc1	4%	4.3%	/	0%	107%[activator]	7%	/	/	i
COC(=O)c1sccc1NC(=O)c1ccncc1	7%	28%	1%	12%	-12%	-6%	-5%	0.2	i
Cc1c(CNCCc2ccc(Cl)cc2)c(C(=O)O)c(C)n1Cc1ccccc1	-4%	0.9%	-19%	13%	/	-1%	6%	-2.0	i
Cc1ccc(S(=O)(=O)N[C@H](C(=O)OCn2nnc3ccccc3c2=O)C(C)C)cc1	-5%	3.1%	?	-7%	4%	-4%	7%	-0.1	i
COc1ccc(-n2nc(C(=O)NCC(=O)NCC3COc4ccccc4O3)c3ccccc3c2=O)cc1OC (stereo not given)	-8%	0.3%	?	-4%	-16%	-6%	3%	-2.8	i
CCCCCCSc1nsc(NC(=O)CC(C)C)n1	-2%	2.3%	?	?	29%	-20%	-3%	-2.5	i
Cc1cc(CN(C)C(=O)CC2C(=O)NCCN2CC(c2ccccc2)c2ccccc2)on1 (stereo not given)	15%	-0.3%	16%	14%	-10%	18%	-6%	-1.6	i
O=S(=O)(NC1CCN(S(=O)(=O)c2c(F)cccc2F)CC1)c1ccc2c(c1)OCCO2	-4%&-3%	0.4%	?	-23%	-6%	-23%	0%	-0.1	i
COC(=O)CN(C#N)c1nc(N(C)C)nc(N(C)C)n1	-1%	11%	2%	0%	16%	0%	3%	15	i
Cc1ccc(SCC(=O)Nc2cccnc2)cc1	-4%	-0.4%	-14%	4%	5%	-17%	-19%	-0.8	i
Cc1ccc2cc(CN(Cc3cccs3)Cc3nnnn3CC3CCCO3)c(=O)[nH]c2c1 (stereo not given)	2%	0.6%	-6%	-10%	-7%	-21%	3%	-1.9	i
Nc1nc(N)nc(-c2ccccn2)n1	-10%	0.3%	4%	33%[activator]	-3%	15%	-13%	-0.3	?
